PAX8 inh HTS: lowers PAX8-driven luciferase in RMG-I cells; inhibition, % at 12.6 µM; 1.2% of 360,000 active; AID 652154; RMG-I TPO-luciferase reporter, SteadyGlo, 24 h;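 active = mean replicate inhibition at least 60% with every replicate also reaching 60%; inconclusive = only one of the two criteria is met; inactive = mean below 60% and not all replicates reaching 60%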;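 also: luciferase light reporting Pax8 driven TPO promoter activity; plate controls were median of neutral control wells for no effect and mitoxantrone controls for full effect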
INS-1E GSIS act: GLuc luminescence reporter in INS-1E cells, primary screen for activators of glucose-dependent secretion of insulin; INS-1E GLuc reporter insulin secretion, 2-3 h; activation, % at 16.6 µM; 0.61% of 370,000 active;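 active = lowest replicate activation of at least 40%, so every replicate reaches that level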;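 also: 0% = median of neutral control wells and 100% = median of IBMX positive control wells; some compounds called inactive have numbers as strong as hits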
EWS-Fli block: EWS/Fli transcriptional activity inhibition; A673 NR0B1-luciferase reporter, viability-normalised; inhibition, % at 12.6 µM; 0.67% of 350,000 active; AID 651661;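 active = mean inhibition of at least 50% after viability correction, with every replicate also passing that limit; inconclusive = mean reaches 50% but only one of two replicates passes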;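 also: firefly luciferase signal divided by Alamar Blue viability fluorescence both relative to DMSO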
XiGFP reactiv: activators of X-chromosome reactivation in mouse fibroblasts; XiGFP mouse fibroblasts, % GFP-positive cells imaging, 3 d; cells co-treated with 5-aza-dC sensitizer; scaled so ellipticine positive control = 100%; activation, % at 7.58 µM; 0.055% of 360,000 active; AID 743238;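 active = mean normalized replicate activation at least 10% and every replicate at or above 10%; inconclusive = only one of the two criteria met; inactive = mean below 10% and not all replicates reach 10%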;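 also: 0% = median of on-plate neutral control wells and 100% = ellipticine 6 µM median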
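assay system = SV40-immortalized XiGFP fibroblast cells, line 68-5-11 | buffer or medium = DMEM plus 5-aza-dC sensitizer | doses = single-point pinned compound dosing | times = 3-day compound exposure, then 15 min fixation at room temperature | benchmarks = positive control ellipticine, 6 µM final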
CFTR F508del cor: correctors of CFTR F508del function in bronchial epithelial cells | CFBE cells, YFP halide quenching; stimulated with forskolin plus potentiator P3; % fluorescence drop versus neutral controls | activity (quench increase), % at 7.58 µM | 0.36% of 350,000 active;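 active = mean added fluorescence quench of at least 8% versus neutral control, with both replicates also reaching 8%; inconclusive = only one of the mean or replicate conditions met; inactive = mean below 8% and not both replicates reaching 8%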;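 also: cells transiently co-express mutant CFTR-F508del with the halide-sensitive YFP; corrector assay measuring rescue of mutant channel to the surface after 24 h compound exposure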
ARNT TACC3 PPI: disrupts binding between human ARNT and TACC3; Q9Y6A5; AlphaScreen His-ARNT PAS-B/GST-TACC3 binding, luminescence; TACC3 fragment carries E629A point mutation; inhibition, % at 9.99 µM; 0.66% of 390,000 active;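 active = mean inhibition of replicates at least 50% and at least half of replicates each reaching 50%; inconclusive = half or more replicates reach 50% but mean below 50%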;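 also: 0% = complete ARNT plus TACC3 wells and 100% = ARNT alone without TACC3; many hits fall short of the cut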
ERp5 inh: blocks human ERp5 reductase activity on insulin; Q15084; ERp5 insulin aggregation, absorbance 650 nm, 90 min; inhibition, % at 9.99 µM; 0.05% of 350,000 active; AID 651711;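 active = mean replicate inhibition above about 25%, with every replicate also reaching it, limit read from the data, passing the limit was not always enough; inconclusive = only one of those two criteria met; inactive = neither criterion met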
Target sequence (Q15084 whole entry, looked up): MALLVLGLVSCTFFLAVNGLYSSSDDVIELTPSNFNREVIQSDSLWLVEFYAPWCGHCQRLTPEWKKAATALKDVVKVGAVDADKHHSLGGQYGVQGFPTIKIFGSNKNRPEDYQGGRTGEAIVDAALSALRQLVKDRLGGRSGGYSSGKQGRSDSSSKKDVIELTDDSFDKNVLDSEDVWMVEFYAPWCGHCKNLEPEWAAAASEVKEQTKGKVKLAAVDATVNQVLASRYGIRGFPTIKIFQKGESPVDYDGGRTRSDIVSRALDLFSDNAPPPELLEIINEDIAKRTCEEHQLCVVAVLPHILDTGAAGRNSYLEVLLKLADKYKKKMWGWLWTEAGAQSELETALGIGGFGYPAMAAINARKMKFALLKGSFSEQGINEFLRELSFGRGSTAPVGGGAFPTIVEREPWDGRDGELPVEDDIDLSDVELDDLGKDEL
DENV2 CPE: DENV2-induced cell death inhibition | DENV2-infected cells, cytopathic effect rescue, plate reader | CPE inhibition, % at 9.99 µM | 1.7% of 350,000 active; in the data active = CPE inhibition above about 20%, passing the limit was not always enough; inconclusive = no clear call, values can overlap the other calls; tested in BHK-21 cells;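 also: 0% = median of neutral control wells and 100% = median of positive control wells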
* hit, by the source's call; ? = inconclusive; nt = no result given; & = joins results of further samples.

#1 COc1ccc(S(=O)(=O)N(C)C[C@H]2OCCCC[C@@H](C)Oc3ccc(NS(=O)(=O)c4ccc(Cl)cc4)cc3C(=O)N([C@@H](C)CO)C[C@H]2C)cc1
#2 C=CC[C@@H](CC(=O)N(CCO)Cc1ccccc1)C(=O)N[C@@H](C)COC(=O)[C@@H](CC=C)Cc1ccc(F)cc1
#3 COc1ccccc1Cn1c(=S)[nH]c2cc(C(=O)N3CCN(c4ccccc4OC)CC3)ccc2c1=O
#4 COc1ccc(C(=O)Nc2ccc3nc(N4CCCCC4)cc(C)c3c2)c(OC)c1
#5 COCCCNC(=O)c1cn(CCOC)c(=O)c2c1c1ccccc1n2C
#6 COc1ccc(S(=O)(=O)N(C)C[C@@H]2OCCCC[C@@H](C)Oc3ccc(NC(=O)Nc4cccc5ccccc45)cc3C(=O)N([C@@H](C)CO)C[C@@H]2C)cc1
#7 c1ccc(OCCNc2ccn3nc(-c4ccco4)cc3n2)cc1
#8 C[C@@H]1CCCCO[C@H](CN(C)Cc2ccncc2)[C@H](C)CN([C@@H](C)CO)C(=O)c2cc(NC(=O)c3ccncc3)ccc2O1

assay / entry | 1 | 2 | 3 | 4 | 5 | 6 | 7 | 8
DENV2 CPE | -5 | nt | 9 | 0 | -1 | 0 | -2 | 3
INS-1E GSIS act | 0 | -35 | -6 | 28 | -15 | 9 | 11 | 8
XiGFP reactiv | 0.2 | 0.2 | 0.1 | 0.0 | 0.3 | -0.9 | 0.0 | 0.1
ERp5 inh | -2 | -5 | -16 | -5 | 1 | 1 | 2 | 8
ARNT TACC3 PPI | nt | -9 | -6 | nt | 1 | nt | nt | -6
CFTR F508del cor | 1.5 | -0.5 | -1.1 | 1.3 | 3.0 | 0.0 | -2.4 | -4.6
PAX8 inh HTS | 69* | -9 | 0 | -3 | 6 | -43 | -84 | -7
EWS-Fli block | 7 | 1 | 3 | 6 | -6 | -3 | -57 | nt

Reformatted with two lines to a compound: entries from further up
Screens in order – DENV2 CPE, INS-1E GSIS act, XiGFP reactiv, ERp5 inh, ARNT TACC3 PPI, CFTR F508del cor, PAX8 inh HTS, EWS-Fli block
5) COCCCNC(=O)c1cn(CCOC)c(=O)c2c1c1ccccc1n2C
→ -1, -15, 0.3, 1, 1, 3.0, 6, -6
6) COc1ccc(S(=O)(=O)N(C)C[C@@H]2OCCCC[C@@H](C)Oc3ccc(NC(=O)Nc4cccc5ccccc45)cc3C(=O)N([C@@H](C)CO)C[C@@H]2C)cc1
→ 0, 9, -0.9, 1, nt, 0.0, -43, -3

Next section:
#9 O=C(NCc1ccccn1)c1ccc(OC2CCN(Cc3ccccc3O)CC2)cc1
#10 CC(=O)c1cccc(NC(=O)COC(=O)Cn2cnc3ccccc32)c1
#11 OCCOc1ccc(CN2CCN(CCCc3ccccc3)C(CCO)C2)cc1 (stereo not drawn)
#12 COc1ccc(C(=O)NCCCNc2nc3cc(C)cc(C)c3cc2C#N)cc1
#13 Cc1nc2ccccc2c(=O)n1NC(=O)c1cc(Br)ccc1Cl
#14 Cc1ccc(C(=O)N/C(=C/c2ccco2)C(=O)N2CCCCCC2)cc1
#15 Cc1ccc(S(=O)(=O)N[C@@H]2CC[C@H](CCn3cc(C4CCCCC4)nn3)O[C@H]2CO)cc1
#16 COc1ccccc1C1=NOC(C(=O)N2CCN(C(=O)c3ccco3)CC2)C1 (stereo not drawn)

assay / entry | 9 | 10 | 11 | 12 | 13 | 14 | 15 | 16
DENV2 CPE | -1 | -15 | ? | 7 | -5 | -1 | 5 | -5
INS-1E GSIS act | -3 | 0 | 3 | 6 | -2 | 24 | 1 | 13
XiGFP reactiv | 0.1 | 0.0 | 0.1 | 0.1 | 0.0 | 0.4 | -0.5 | 0.0
ERp5 inh | 2 | -12 | 4 | 16 | 2 | -2 | 7 | -7
ARNT TACC3 PPI | 1 | -7 | -1 | nt | 4 | 9 | -24 | 1
CFTR F508del cor | -0.7 | -1.3 | -2.2 | 5.0 | -0.2 | 0.3 | -2.7 | 0.0
PAX8 inh HTS | 2 | -6 | 1 | -11 | 15 | 17 | 9 | 17
EWS-Fli block | nt | 1 | 14 | -27 | 2 | -10 | 1 | nt

From entry 4 as far as 16, copied from above:
#4 COc1ccc(C(=O)Nc2ccc3nc(N4CCCCC4)cc(C)c3c2)c(OC)c1
#5 COCCCNC(=O)c1cn(CCOC)c(=O)c2c1c1ccccc1n2C
#6 COc1ccc(S(=O)(=O)N(C)C[C@@H]2OCCCC[C@@H](C)Oc3ccc(NC(=O)Nc4cccc5ccccc45)cc3C(=O)N([C@@H](C)CO)C[C@@H]2C)cc1
#7 c1ccc(OCCNc2ccn3nc(-c4ccco4)cc3n2)cc1
#8 C[C@@H]1CCCCO[C@H](CN(C)Cc2ccncc2)[C@H](C)CN([C@@H](C)CO)C(=O)c2cc(NC(=O)c3ccncc3)ccc2O1
#9 O=C(NCc1ccccn1)c1ccc(OC2CCN(Cc3ccccc3O)CC2)cc1
#10 CC(=O)c1cccc(NC(=O)COC(=O)Cn2cnc3ccccc32)c1
#11 OCCOc1ccc(CN2CCN(CCCc3ccccc3)C(CCO)C2)cc1 (stereo not drawn)
#12 COc1ccc(C(=O)NCCCNc2nc3cc(C)cc(C)c3cc2C#N)cc1
#13 Cc1nc2ccccc2c(=O)n1NC(=O)c1cc(Br)ccc1Cl

assay / entry | 4 | 5 | 6 | 7 | 8 | 9 | 10 | 11 | 12 | 13
DENV2 CPE | 0 | -1 | 0 | -2 | 3 | -1 | -15 | ? | 7 | -5
INS-1E GSIS act | 28 | -15 | 9 | 11 | 8 | -3 | 0 | 3 | 6 | -2
XiGFP reactiv | 0.0 | 0.3 | -0.9 | 0.0 | 0.1 | 0.1 | 0.0 | 0.1 | 0.1 | 0.0
ERp5 inh | -5 | 1 | 1 | 2 | 8 | 2 | -12 | 4 | 16 | 2
ARNT TACC3 PPI | nt | 1 | nt | nt | -6 | 1 | -7 | -1 | nt | 4
CFTR F508del cor | 1.3 | 3.0 | 0.0 | -2.4 | -4.6 | -0.7 | -1.3 | -2.2 | 5.0 | -0.2
PAX8 inh HTS | -3 | 6 | -43 | -84 | -7 | 2 | -6 | 1 | -11 | 15
EWS-Fli block | 6 | -6 | -3 | -57 | nt | nt | 1 | 14 | -27 | 2

#14 Cc1ccc(C(=O)N/C(=C/c2ccco2)C(=O)N2CCCCCC2)cc1
#15 Cc1ccc(S(=O)(=O)N[C@@H]2CC[C@H](CCn3cc(C4CCCCC4)nn3)O[C@H]2CO)cc1
#16 COc1ccccc1C1=NOC(C(=O)N2CCN(C(=O)c3ccco3)CC2)C1 (stereo not drawn)

assay / entry | 14 | 15 | 16
DENV2 CPE | -1 | 5 | -5
INS-1E GSIS act | 24 | 1 | 13
XiGFP reactiv | 0.4 | -0.5 | 0.0
ERp5 inh | -2 | 7 | -7
ARNT TACC3 PPI | 9 | -24 | 1
CFTR F508del cor | 0.3 | -2.7 | 0.0
PAX8 inh HTS | 17 | 9 | 17
EWS-Fli block | -10 | 1 | nt

(next part)
#17 COc1ccc2nc(NC3=NC(c4ccccc4)CC(=O)N3)nc(C)c2c1 (stereo not drawn)
#18 CCOC(=O)Cc1csc(NS(=O)(=O)c2ccc(SC)cc2)n1
#19 Cc1cc(NC(=O)COC(=O)c2c(Cl)cccc2Cl)no1
#20 CCOC(=O)CCCNC(=O)COC(=O)[C@@H]1CCCN1S(=O)(=O)c1ccc(Cl)cc1
#21 Cc1nc(N2CCN(C(=O)c3ccco3)CC2)c2c3c(sc2n1)CC(C)CC3 (stereo not drawn)
#22 COc1cc(-c2cc(C(=O)Nc3ccncc3)c3ccccc3n2)cc(OC)c1OC
#23 O=C(NNC(=O)c1cccnc1SCc1cccc([N+](=O)[O-])c1)c1ccc(F)cc1
#24 Cn1cnc(S(=O)(=O)N2CCCCN3[C@H](CO)[C@H](c4ccc(-c5cccc(F)c5)cc4)[C@@H]3C2)c1

assay / entry | 17 | 18 | 19 | 20 | 21 | 22 | 23 | 24
DENV2 CPE | 1 | -3 | 9 | nt | 7 | -4 | nt | ?
INS-1E GSIS act | 11 | -9 | 15 | -5 | -6 | 5 | nt | -7
XiGFP reactiv | 0.1 | 0.0 | 0.0 | 0.3 | 0.1 | -0.1 | -0.1 | 0.3
ERp5 inh | 1 | 17 | -10 | nt | 7 | 8 | 1 | 5
ARNT TACC3 PPI | -10 | 19 | -7 | -5 | -34 | -14 | -5 | -4
CFTR F508del cor | 0.4 | 5.3 | -2.2 | nt | -2.5 | -6.2 | 1.2 | 0.7
PAX8 inh HTS | -1 | 7 | -4 | -42 | 21 | 24 | 34 | -6
EWS-Fli block | -9 | 7 | -4 | nt | 18 | -1 | 7 | -12

#25 CCC(OC(=O)CNS(=O)(=O)c1ccccc1)C(=O)c1ccccc1 (stereo not drawn)
#26 O=C(CCC(=O)N1CCSc2ccccc21)Nc1cccc(F)c1
#27 CCOC(=O)C1CCCN(S(=O)(=O)c2cnc(Cl)c(Br)c2)C1 (stereo not drawn)
#28 CCCOc1ccc(-c2c(C(=O)N/N=C/c3cccnc3)nnn2-c2nonc2N)cc1
#29 CO/N=C(\c1ccccc1)c1cccnc1
#30 O=C(c1cccnc1)N1CC(=O)N2[C@H](CO)[C@H](c3ccc(-c4ccc(F)cc4)cc3)[C@H]2C1
#31 COc1ccc(NC(=O)Nc2cccc3c2O[C@H](CN(C)S(=O)(=O)c2ccc(F)cc2)[C@@H](C)CN([C@H](C)CO)C3=O)cc1

assay / entry | 25 | 26 | 27 | 28 | 29 | 30 | 31
DENV2 CPE | 0 | -3 | 1 | 0 | 3 | -5 | 5&-8
INS-1E GSIS act | -19 | nt | 9 | 8 | -3 | 16 | -2&-27
XiGFP reactiv | 0.4 | -0.1 | 0.0 | 0.1 | 0.0 | 0.0 | -1.1&0.0
ERp5 inh | 3 | 16 | 0 | 0 | -1 | 0 | 4&3
ARNT TACC3 PPI | -13 | -2 | -4 | 4 | -3 | nt | 3
CFTR F508del cor | -3.1 | 2.2 | -2.2 | 0.2 | -1.0 | -0.6 | -2.1&3.7
PAX8 inh HTS | 1 | 13 | 5 | 3 | 7 | -6 | 0&-1
EWS-Fli block | 3 | -1 | 10 | nt | 5 | -3 | 8&12
